TRPC4 block: inhibitors of mouse TRPC4 channel, primary screen, Fluo4 calcium, HEK293 TRPC4beta/mu-opioid cells; Short transient receptor potential channel 4 (Mus musculus), Q9QUQ5; DAMGO-evoked Fluo4 calcium flux; hits give low values; B-score at 10 µM; hit rate 0.39% among 300,000;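 active = B-score over 3 SD under the library average, no early fluorescence shift, positive overall ratio signal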
Target sequence (Q9QUQ5 whole entry, looked up): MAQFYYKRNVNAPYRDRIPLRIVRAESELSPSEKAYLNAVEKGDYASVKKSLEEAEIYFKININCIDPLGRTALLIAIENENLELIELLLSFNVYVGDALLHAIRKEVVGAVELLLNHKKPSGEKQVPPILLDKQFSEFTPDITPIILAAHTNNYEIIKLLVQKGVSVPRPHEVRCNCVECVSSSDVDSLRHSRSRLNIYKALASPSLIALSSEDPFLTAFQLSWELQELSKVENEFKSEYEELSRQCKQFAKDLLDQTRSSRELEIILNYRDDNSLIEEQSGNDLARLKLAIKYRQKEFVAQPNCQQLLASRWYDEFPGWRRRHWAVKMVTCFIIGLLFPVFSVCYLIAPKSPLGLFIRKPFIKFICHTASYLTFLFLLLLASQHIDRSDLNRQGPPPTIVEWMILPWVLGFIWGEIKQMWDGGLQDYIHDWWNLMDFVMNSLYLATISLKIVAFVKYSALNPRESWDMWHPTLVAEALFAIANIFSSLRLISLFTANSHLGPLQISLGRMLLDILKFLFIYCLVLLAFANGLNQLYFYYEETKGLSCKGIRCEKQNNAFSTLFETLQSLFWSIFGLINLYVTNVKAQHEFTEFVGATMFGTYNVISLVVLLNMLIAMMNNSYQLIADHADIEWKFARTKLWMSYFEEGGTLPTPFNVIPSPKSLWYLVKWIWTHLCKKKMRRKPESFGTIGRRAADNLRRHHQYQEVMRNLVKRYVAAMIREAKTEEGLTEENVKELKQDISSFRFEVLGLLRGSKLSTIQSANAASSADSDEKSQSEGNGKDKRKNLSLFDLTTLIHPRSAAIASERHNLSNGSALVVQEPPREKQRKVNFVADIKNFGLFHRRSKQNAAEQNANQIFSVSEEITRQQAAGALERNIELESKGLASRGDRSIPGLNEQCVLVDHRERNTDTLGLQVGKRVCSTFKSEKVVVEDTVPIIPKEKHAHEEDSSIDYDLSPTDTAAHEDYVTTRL
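System: stable TRPC4beta/mu-opioid receptor HEK293 cells; Dosing: single-point compound dosing; Measured by: Fluo4 Ca2+ flux fluorescence; Read-out basis: per-well B score of integrated baseline-normalized Fluo4 ratio.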
TRPC4 act: activators of mouse TRPC4 channel, primary screen, Fluo4 calcium, HEK293 TRPC4beta/mu-opioid cells. Short transient receptor potential channel 4 (Mus musculus), Q9QUQ5. Fluo4 calcium fluorescence; hits give high values. B-score at 10 µM. hit rate 0.49% among 310,000;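 active = B-score above 5 SD of library B-scores, and initial fluorescence ratio not above library mean plus 5 SD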;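 note: positive B-score marks a calcium rise read as TRPC4 activation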
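Assay system: HEK293 cells stably co-expressing mouse TRPC4beta and mu-opioid receptor / Timing: Fluo4 dye loading 45 min at room temperature, 110 s recording / Signal: Fluo4 calcium-sensitive dye fluorescence, kinetic, 1 Hz baseline / Read-out: integrated baseline-normalised fluorescence ratio, converted to per-well B score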
KLF5 inh: KLF5 expression inhibitors, primary screen, DLD-1 cells, luminescence; DLD-1 KLF5 promoter-luciferase reporter; inhibition, % at 5 µM; hit rate 0.23% among 290,000;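 active = inhibition above a per-plate limit of that plate's mean compound inhibition plus 3 SD, cut at about 60% in these data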;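 note: 0% = DMSO wells and 100% = LY294002 at 200 µM; higher means less KLF5 promoter-driven luciferase light; inactives centre near -14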
aSyn UTR inh: MLPCN primary screen, SNCA 5' untranslated region; hit rate 0.82% among 300,000; alpha-synuclein 5'UTR reporter, inhibitor activity; inhibition, % (tested at 7.5 µM); in the data active = inhibition above about 60%; inconclusive = no clear call, values can overlap the other calls;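 note: H4 neuroglioblastoma cells stably carrying SNCA 5'UTR luciferase fusion; 0% = DMSO wells and 100% = positive control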
MrgX1 antag: antagonists of human MrgX1 receptor, primary screen, HEK293 cells, Fluo-4 calcium flux; Mas-related G-protein coupled receptor member X1 (Homo sapiens), Q96LB2; BAM8-22 antagonism; hits give low values; B-score at 10 µM; hit rate 1.3% among 310,000; AID 588676, 2011;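 active = calcium-response B-score plate-corrected more than 3 library SD below zero, starting fluorescence within 5 deviations, no agonist response on first addition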;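 note: peak minus trough fluorescence over baseline after final BAM8-22 challenge near maximal dose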
SKKanGAS inh: S. pyogenes SKKanGAS growth inhibitors in kanamycin, primary screen, streptokinase expression inhibitor project, SKKanGAS strain, BacTiter-Glo luminescence. 6 h. AID 1662, 2009. hit rate 1.3% among 300,000. inhibition, % at 7.5 µM;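 active = mean replicate score, as percent of positive control median, at least 50; inconclusive = mean below 50 but one replicate at or above 50; inactive = mean and every replicate below 50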;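 note: strain carries kanamycin resistance gene driven by streptokinase promoter and grows in 40 µg/ml kanamycin; loss of luminescence reflects streptokinase promoter inhibition or plain growth inhibition; 0% = median of DMSO wells and 100% = positive control at its reference dose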
TRPC4 PAM: positive allosteric modulators of TRPC4, primary screen, cell-based, mouse TRPC4beta, HEK293 mu-opioid, Fluo-4 calcium; Short transient receptor potential channel 4 (Mus musculus), Q9QUQ5; DAMGO EC20, Fluo-4 Ca2+ flux; hits give high values; B-score at 10 µM; hit rate 0.42% among 310,000; AID 2227, 2009;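 active = B-score of calcium response area above 5 SD of library B-scores, with initial fluorescence ratio within 5 SD of library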;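 note: B-score of integrated fluorescence ratio over time as area under calcium response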
TRPC6 activator: mouse TRPC6 channel activators, primary screen, cell-based, HEK293, membrane potential dye | B-score at 10 µM | HEK293-TRPC6 membrane potential dye fluorescence; hits give high values | hit rate 0.13% among 310,000;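 active = B-score of the integrated fluorescence ratio above library mean plus 3 SD, and starting fluorescence ratio within library mean plus 5 SD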;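 note: higher score means more depolarization so channel activation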
HIF activator: HIF pathway transcriptional activators, primary screen, cell-based, U2OS HRE-luciferase, luminescence | activation, % at 7.5 µM (by protocol) | hit rate 0.32% among 300,000 | U2OS HRE-luciferase reporter; normalized: DMSO 0%, desferrioxamine 100%;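 active = mean activation of at least 10% of the iron chelator positive control signal, with at least half of replicates also reaching 10%; inconclusive = mean and replicate majority disagree about reaching 10%; inactive = mean and most replicates under 10%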
TRPC6 inhibitor: mouse TRPC6 channel inhibitors, primary screen, cell-based, HEK293, membrane potential dye. ACh-evoked depolarization; hits give low values. B-score at 10 µM. hit rate 1.1% among 310,000. AID 2553, 2010;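 active = B-score under library mean minus 3 SD, initial fluorescence not abnormally high, positive integrated signal ratio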;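 note: B-score derived from integrated fluorescence ratio over the kinetic read; more negative B-score means stronger inhibition of depolarization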
IEC-6 cytotox: cytotoxicity in IEC-6 intestinal epithelial cells, primary screen, cytotoxicity control for KLF5 inhibitor project, cell-based, luminescence; inhibition, % at 5 µM; hit rate 0.78% among 290,000; AID 1825, 2009; IEC-6 cytotoxicity, luminescence viability; in the data active = inhibition above about 22%;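 note: 0% = plate median of test compound wells and 100% = cytotoxic reference compound wells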
The depositor's hits bear a star; i = inactive; ? = inconclusive; nt = no result given. This is a random part of the collection, and some 5.8% of all compounds hit somewhere here.

SMILES	TRPC4 block	TRPC4 act	KLF5 inh	aSyn UTR inh	MrgX1 antag	SKKanGAS inh	TRPC4 PAM	TRPC6 activator	HIF activator	TRPC6 inhibitor	IEC-6 cytotox
O=C(C1CCCCC1)N1CCN(c2ncccn2)CC1	i	i	-7	2	i	3	i	i	-0.2	i	-4
O=S(=O)(c1cccc(S(=O)(=O)N2CCC(Cc3ccccc3)CC2)c1)N1CCOCC1	i	i	-20	-13	i	3	i	i	-0.9	i	-3
CCc1ccc(CNC(=O)CCCC(=O)n2nc(C)c3ccccc32)cc1	i	i	-21	-3	i	-7	i	i	0.3	i	-7
COc1ccc(N2CCN(C(=O)c3sc4nc(-c5ccc(F)cc5)cn4c3C)CC2)cc1	i	i	0	-4	i	5	i	i	0.3	i	-4
C=CCOn1c(=O)c(-c2ccc(Cl)cc2)[n+]([O-])c2ccccc21	i	i	-44	16	nt	-2	i	i	1.1	i	-5
COC(=O)CN(Cc1ccccc1)S(=O)(=O)c1ccc(OC)c(OC)c1	i	i	-14	39	i	-3	i	i	-0.2	i	5
COc1ccccc1C(=O)NCCOc1ccc(C(C)(C)C)cc1	i	i	-12	-1	i	-1	i	i	0.2	i	-1
O=C(/C=C/c1ccco1)Nc1ccc(C(=O)N2CCOCC2)cc1	i	i	-24	-75	i	0	i	i	0.3	i	1
CC(C)(C)OC(=O)NN1CC(=O)N2Cc3ccccc3C[C@@H]2C1=O	i	i	-21	5	i	-1	i	i	2.6	i	4
Cc1cccc(C(=O)c2ccccc2C(=O)O)c1O	i	i	-27	24	i	5	i	i	-0.4	i	-3
Cc1ccc(OCC(=O)NNC(=O)Cn2c(=O)cnc3ccccc32)cc1	i	i	nt	-14	i	0	i	i	0.1	i	nt
CC(C)NC(=O)CCn1nc(-c2ccc(Cl)cc2)c2ccccc2c1=O	i	i	12	-8	i	1	i	i	-0.6	i	3
CCCC(=O)C1C(=O)CC(CC(C)SCC)CC1=O (stereo unspecified)	i	i	-7	15	i	1	i	i	-0.3	i	-1
Cc1ccc(CCNc2ccc3ccccc3c2)cn1	i	i	-30	19	i	-4	i	i	0.3	i	1
CCc1ccc(-c2csc3ncn(CC)c(=O)c23)cc1	i	i	-11	11	i	-1	i	i	-0.1	i	4
CC(C)N1CCc2c(sc(NC(=O)Cc3ccccc3)c2C#N)C1	i	i	0	-28	i	-1	i	i	0.0	i	-4
O=C(COC(=O)c1cc([N+](=O)[O-])ccc1N1CCOCC1)NC1CCS(=O)(=O)C1 (stereo unspecified)	i	i	nt	4	i	6	i	i	0.2	i	nt
Cc1ccc(Nc2nc(N)c([N+](=O)[O-])c(N3CCC(C)CC3)n2)cc1C	i	i	5	26	i	22	i	i	0.2	i	2
COc1ccc(OC)c(N=C(N)N=C(N)N)c1	i	i	14	13	i	0	i	i	-0.5	i	4
COc1ccc(C=O)cc1CN1C(=O)c2ccccc2C1=O	i	i	6	4	i	-3	i	i	2.3	i	-1
Cc1ccccc1N(C(=O)c1ccccn1)C(C(=O)NCc1ccccc1)c1ccncc1 (stereo unspecified)	i	i	15	3	i	-14	i	i	-15	i	2
Cc1ccnc(NC(=O)C2CCN(S(=O)(=O)c3ccc4ccccc4c3)CC2)c1	i	i	nt	-1	i	-5	i	i	0.8	i	nt
C/C(CC(=O)Nc1cccnc1)=N\NC(=O)C(=O)NC(C)C	i	i	-30	-4	i	7	i	i	-0.4	i	3
O=c1[nH][nH]c(=S)n1C1CCCCC1	i	i	-22	9	i	0	i	i	0.1	i	-3
COc1cc(OC)c(NC(=O)CN(C)S(=O)(=O)c2ccc(-c3ccc(=O)[nH]n3)s2)cc1Cl	i	i	-32	-14	i	7	i	i	-0.3	i	-4

Remaining list, next part.
SMILES	TRPC4 block	TRPC4 act	KLF5 inh	aSyn UTR inh	MrgX1 antag	SKKanGAS inh	TRPC4 PAM	TRPC6 activator	HIF activator	TRPC6 inhibitor	IEC-6 cytotox
Cc1ccccc1OCc1nc(-c2ccc(NC(=O)c3ccc4c(c3)OCO4)cc2)no1	i	i	-18	-109	i	-3	i	i	0.9	i	-2
Cc1c(C(=O)NC(C)C2CC3CCC2C3)cccc1[N+](=O)[O-] (stereo unspecified)	i	i	12	10	i	0	i	i	-0.1	i	8
CCOc1ccc(C(=O)NCCN(C)C)cc1	i	i	-22	-14	i	10	i	i	0.2	i	-1
O=C(CNc1n[nH]c(=O)[nH]c1=O)N/N=C/c1ccccc1	i	i	-12	-5	i	-5	i	i	-0.1	i	-4
COCc1cc(C)nc(Nc2ccc(C)cc2C)c1C#N	i	i	0	-45	i	-6	i	i	0.0	i	0
CCCn1c(SCC(=O)OCC)nc(C(F)(F)F)cc1=O	i	i	-16	-4	i	0	i	i	-1.0	i	5
NC(=O)C1CCN(Cc2nc(-c3cccs3)no2)CC1	i	i	0	-10	i	-1	i	i	0.6	i	-9
Cc1ccc(Cn2c(S(=O)(=O)O)nc3ccccc32)cc1	i	i	-52	-21	i	-5	i	i	-0.1	i	-1
O=C(COc1ccc(Br)cc1Cl)NCCCN1CCOCC1	i	i	-1	-3	i	-2	i	i	-0.2	i	3
CCN1CCCC1CNC(=O)c1ccc(N2CCOCC2)c(NS(=O)(=O)c2ccc(OC)cc2)c1 (stereo unspecified)	i	i	5	-11	i	15	i	i	-0.6	i	2
COc1ccc(C(C)=O)cc1COc1ccc(-n2cnnn2)cc1	i	i	-48	2	i	-5	i	i	0.1	i	3
COc1ccc(CCNC(=O)CCCc2nnc3n(C)c(=O)c4sccc4n23)cc1OC	i	i	-13	10	i	-1	i	i	0.1	i	3
Cc1cc(C)n2nc(CCCO)nc2n1	i	i	-16	1	i	4	i	i	-0.2	i	7
COc1ccccc1CN1CCN(S(=O)(=O)c2ccc(C)cc2)CC1	i	i	nt	-36	i	3	i	i	-0.8	i	nt
COc1ccc(F)cc1S(=O)(=O)Nc1ccc(C)cc1	i	i	-1	9	i	-5	i	i	-0.2	i	-4
Clc1ccc2nnc(Cl)n2n1	i	i	5	-21	i	-4	i	i	-0.1	i	1
O=C(NCCC1=CCCCC1)c1cc(COc2c(F)cccc2F)on1	i	i	-36	-14	i	2	i	i	0.1	i	-10
Cc1cc(C(=O)NCc2ccc(Cl)cc2)n(-c2ccccc2)n1	i	i	-6	3	i	1	i	i	0.1	i	2
COc1ccc(NS(=O)(=O)c2ccc(-c3cnc(C4CC4)o3)cc2)cc1OC	i	i	36	41	i	-4	i	i	-0.7	i	50*
COc1ccc(C2/C=C\CN(S(=O)(=O)c3ccc(-c4ccccc4)cc3)CC(=O)N2Cc2ccc(F)cc2)cc1 (stereo unspecified)	i	i	nt	1	nt	7	i	i	-0.4	i	nt
CCOC(=O)C1(C(F)(F)F)N=C(c2cccnc2)OC(N2CCOCC2)=N1 (stereo unspecified)	i	i	-6	11	i	-2	i	i	0.0	i	-3
CC1CCCCN1C(=O)C1CCN(S(=O)(=O)c2ccc(-n3cnnn3)cc2)CC1 (stereo unspecified)	i	i	-7	-9	i	0	i	i	-0.1	i	2
Cc1ccc(-c2nnn(CC(=O)N(Cc3cccs3)C(C(=O)NC3CCCCC3)c3ccco3)n2)o1 (stereo unspecified)	i	i	-15	-27	i	2	i	i	?	i	2
COc1cccc(NC(=O)C2CCCN(S(=O)(=O)c3cccc4cccnc34)C2)c1 (stereo unspecified)	i	i	-13	14	i	-17	i	i	0.1	i	-8
CCCC(=O)n1nc(NCc2ccc(OC)cc2)nc1NCc1ccc(OC)cc1	i	i	-1	18	i	8	i	i	-0.4	i	-2

(further entries)
SMILES	TRPC4 block	TRPC4 act	KLF5 inh	aSyn UTR inh	MrgX1 antag	SKKanGAS inh	TRPC4 PAM	TRPC6 activator	HIF activator	TRPC6 inhibitor	IEC-6 cytotox
COC(=O)CN(c1ccc(C)cc1)S(=O)(=O)c1ccc2c(c1)n(C)c(=O)c(=O)n2C	i	i	0	10	i	-3	i	i	-0.7	i	2
Cn1c(N)c(C(=O)COC(=O)CCC(=O)c2ccc(F)cc2)c(=O)n(C)c1=O	i	i	-18	-7	i	-12	i	i	0.3	i	-6
Oc1c(C(c2ccccc2)N2CCc3ccccc3C2)sc2ncnn12 (stereo unspecified)	i	i	-5	-33	i	-3	i	i	-0.1	i	-4
Cc1ccc(S(=O)(=O)Oc2ccc(/C=N/NC(=O)c3nn(C)cc3[N+](=O)[O-])cc2)cc1	i	i	-18	-4	i	5	i	i	0.0	i	2
COc1cccc(N2CCN(Cc3ccsc3)CC2)c1	i	i	-32	-48	i	0	i	i	-0.2	i	-2
CCCc1cc(=O)[nH]c(Nc2ccc(N3CCCCC3)cc2)n1	i	i	-56	28	i	0	i	i	0.3	i	3
COc1ccc(-c2cnnn2-c2ccc([N+](=O)[O-])cc2)cc1	i	i	-1	0	i	1	i	i	-0.1	i	-7
CC(=O)C1C(c2ccc(F)c(F)c2)NC(=O)NC1(O)C(F)(F)F (stereo unspecified)	i	i	3	nt	i	4	i	i	nt	i	1
COc1ccc(NC(=O)C2CC(c3ccccc3O)=NO2)cc1OC (stereo unspecified)	i	i	-32	12	i	-8	i	i	-0.2	i	-4
O=C(NC1CC1)C1CCN(C(=O)c2ccc(Cl)cc2Cl)CC1	i	i	-8	15	i	0	i	i	0.3	i	5
CC(C)C[C@H](NC(=O)c1nc[nH]c1C(=O)NCc1ccccc1)C(=O)OCc1ccccc1	i	i	-1	15	i	54*	i	i	-0.9	i	2
O=C(Nc1ccccc1N1CCCCC1)c1ccc(-c2cc(Cl)ccc2Cl)o1	i	i	nt	20	i	-7	i	i	0.0	i	nt
CC(=O)Nc1ccc(SCC(=O)c2cc(C)n(Cc3cccs3)c2C)cc1	i	i	-1	68*	i	4	i	i	-1.3	i	5
CCC(=O)Nc1ccc(S(=O)(=O)N2CCOCC2)cc1	i	i	-5	5	i	2	i	i	-0.2	i	2
Cc1ccc(N2C(=O)N3[C@H](c4ccc(Br)cc4)[C@@H]4C(=O)N(C(C)(C)C)C(=O)[C@@H]4[C@]3(C)C2=O)cc1	i	i	-6	3	i	-2	i	i	0.2	i	-3

Source: PubChem BioAssay
